NIH3T3 tox: NIH 3T3 cell cytotoxicity; NIH 3T3 viability, CellTiter-Glo ATP luminescence, 48-72 h; Potency, µM (series often up to 96.7 µM), without a hit: at the top dose activity change, negative = cytotoxicity, hits mostly inhibitors; actives 4.3% (n = 94,000); AID 1345082; note: potency is the fitted concentration of half-maximal effect; nearly all actives have a fitted effect of over 55% in size
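ATP-dependent luminescence (CellTiter-Glo) served as the viability signal for NIH 3T3 cells treated with compound for 48 or 72 hr at 37 °C.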
SNCA expr inhib: inhibitors of alpha-synuclein (SNCA) gene expression | AID 1671194 | actives 0.17% (n = 140,000) | Potency, µM (highest dose often 57.2 µM), for the others: top-dose activity change, negative = inhibition, hits mostly inhibitors | HEK-293 SNCA-luciferase knock-in, luminescence, 24 h;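 note: potency is the fitted concentration of half-maximal effect; plate controls were DMSO cells for no effect and cell-free wells for full effect; nearly all actives have a fitted effect of over 45% in size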
HEK cytotox: kills HEK 293 cells. HEK 293 viability, ATP luminescence (CellTiter-Glo), 48-72 h. AID 1345083. Potency, µM (titrated, usually from 115 µM), for the others: at the top dose activity change, negative = cytotoxicity, most hits filed as inhibitors. actives 6.6% (n = 94,000); note: potency is the fitted concentration of half-maximal effect; nearly all actives have a fitted effect of over 60% in size
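qHTS cytotoxicity; HEK 293, 250 cells/well; compound pinned; 48 or 72 hr, 37 degree Celsius, 5% CO2, 95% humidity; CellTiter-Glo, 10 min RT; luminescence (ATP).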
FLuc inh: Photinus pyralis luciferase inhibition. Potency, µM (titrated, usually from 115 µM), for the others: at the highest dose activity change, negative = inhibition, hits mostly inhibitors. P08659. actives 2.5% (n = 76,000). purified P. pyralis luciferase, luminescence, biochemical. AID 1347043; note: potency is the fitted concentration of half-maximal effect; nearly all actives have a fitted effect of over 65% in size
Target sequence (P08659 whole entry, looked up): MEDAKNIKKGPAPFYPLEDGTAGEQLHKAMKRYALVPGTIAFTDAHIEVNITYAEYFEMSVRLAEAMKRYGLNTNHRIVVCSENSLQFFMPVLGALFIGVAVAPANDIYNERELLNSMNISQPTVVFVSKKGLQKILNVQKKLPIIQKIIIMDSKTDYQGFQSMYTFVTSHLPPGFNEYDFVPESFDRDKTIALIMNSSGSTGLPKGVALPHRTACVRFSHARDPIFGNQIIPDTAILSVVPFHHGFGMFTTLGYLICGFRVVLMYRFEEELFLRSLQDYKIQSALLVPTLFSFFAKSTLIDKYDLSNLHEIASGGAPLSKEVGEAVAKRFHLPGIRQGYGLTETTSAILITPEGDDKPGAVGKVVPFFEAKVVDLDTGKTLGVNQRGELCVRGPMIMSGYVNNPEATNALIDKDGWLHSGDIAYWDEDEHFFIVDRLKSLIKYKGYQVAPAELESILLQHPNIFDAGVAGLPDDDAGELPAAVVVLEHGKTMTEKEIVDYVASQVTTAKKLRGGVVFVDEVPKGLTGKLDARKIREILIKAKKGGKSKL
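Purified 10nM P. pyralis luciferase with 10uM D-luciferin and 10uM ATP in 50mM Tris acetate pH 7.5, 10mM Mg acetate, 0.01% Tween-20, 0.05% BSA. qHTS titration; luminescence read by CCD imager.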
HEK293 viab: reduces viability of HEK-293 SNCA reporter cells; HEK-293-SNCA-luc viability, GF-AFC fluorescence, 24 h; Potency, µM (highest dose often 57.1 µM), without a hit: at the highest dose activity change, negative = cytotoxicity, hits mostly cytotoxic; actives 0.12% (n = 150,000); AID 1671193;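 note: potency is the fitted concentration of half-maximal effect; 0% = DMSO-treated cells and -100% = medium-only wells without cells; nearly all actives have a fitted effect of over 30% in size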
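Cytotoxicity counterscreen: after 24 h compound treatment of genome-edited SNCA-luciferase HEK-293 cells, live-cell protease substrate GF-AFC read by fluorescence after 30 min; activity scaled between DMSO (0%) and medium-only (-100%), curves Hill-fitted.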
IP6K1 inhibitor: IP6K1 kinase inhibition | Q92551 | IP6K1 kinase, ADP-Glo luminescence, 2 h; active compounds read low | activity change, % (series mostly up to about 58 µM) | actives 0.81% (n = 140,000); in the data active = activity change below about -25%
Target sequence (Q92551 whole entry, looked up): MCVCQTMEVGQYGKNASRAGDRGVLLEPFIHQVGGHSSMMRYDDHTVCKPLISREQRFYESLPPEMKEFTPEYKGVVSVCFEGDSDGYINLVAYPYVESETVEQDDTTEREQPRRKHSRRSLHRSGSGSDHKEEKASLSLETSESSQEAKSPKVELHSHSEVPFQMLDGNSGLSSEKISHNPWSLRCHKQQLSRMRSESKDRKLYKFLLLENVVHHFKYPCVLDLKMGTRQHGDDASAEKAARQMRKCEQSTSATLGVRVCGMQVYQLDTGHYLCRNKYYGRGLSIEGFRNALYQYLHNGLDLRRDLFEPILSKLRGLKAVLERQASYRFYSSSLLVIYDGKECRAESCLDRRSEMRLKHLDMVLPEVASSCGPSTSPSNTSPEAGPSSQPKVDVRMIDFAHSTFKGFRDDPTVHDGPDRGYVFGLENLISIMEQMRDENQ
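ADP-Glo luminescence measures ADP made by human IP6K1 during a 2 h RT reaction with ATP/IP6 (mix at 1.3 mM/130 uM); top library doses 57.5 and 19.1 uM final.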
GPT2 inh: blocks human glutamate pyruvate transaminase 2; Recombinant GPT2, coupled pyruvate oxidase/HRP Amplex Red fluorescence; Potency, µM (top dose mostly 57.7 µM), without a hit: top-dose activity change, negative = inhibition, most hits filed as inhibitors; actives 0.25% (n = 100,000); Q8TD30; note: potency is the fitted concentration of half-maximal effect; nearly all actives have a fitted effect of over 60% in size; many of its hits are not listed in these tables
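Recombinant GPT2 (10ng/uL) with 250uM a-KG and 2mM L-alanine, 30 min at room temperature, in HEPES pH 7.5 buffer. Pyruvate detected by pyruvate oxidase/HRP/Amplex Red fluorescence after 30 min in the dark; AOA (50uM) as positive control.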
Active calls of the source: *; [ ] = another dose, or the depositor's remark. Unless noted, calls come from the whole dose curve; as a rule, active = well fitted curve in the direction sought with a large enough effect; inconclusive = small, poorly fitted or top-dose-only effect, or another doubt; inactive = no such curve, though single readings can be large; an effect the other way counts as inactive or inconclusive. Unless noted, % is set by controls: 0 for no effect and ±100 for the full control effect. A portion of the library (hit frequency here may not be typical).

Results for COc1ccc(CNC(=O)N2CCC(c3noc(-c4ccncc4)n3)C2)cc1 (stereo not drawn) ?
NIH3T3 tox: -22%; SNCA expr inhib: 1%; HEK cytotox: inconclusive; FLuc inh: -2%; HEK293 viab: 1%; IP6K1 inhibitor: 2; GPT2 inh: -11%

Results for O=C(NCc1ccc(C(F)(F)F)cc1)c1ccc2nnc(C3CCOCC3)n2c1 ?
NIH3T3 tox: -33%; HEK cytotox: -15%; IP6K1 inhibitor: 5

What do the screens show for `CCOC(=O)[C@@H]1CN(C(=O)C2CCCC2)[C@H]2c3cccc(C)c3O[C@@H]12`?
NIH3T3 tox: inconclusive; HEK cytotox: inconclusive; IP6K1 inhibitor: 25

How did O=C(Cn1ccn2nc3c(c2c1=O)CCCC3)N1CCc2ccccc21 do in these assays?
NIH3T3 tox: -18%; SNCA expr inhib: -3%; HEK cytotox: -17%; FLuc inh: -9%; HEK293 viab: -12%; IP6K1 inhibitor: 6; GPT2 inh: inactive

What do the screens show for `O=C(O)C1CCc2nnc(C3CCCN(C(=O)c4ccc5c(c4)OC(F)(F)O5)C3)n21` (stereo not drawn)?
NIH3T3 tox: inactive; SNCA expr inhib: 29%; HEK cytotox: 4%; HEK293 viab: 5%; IP6K1 inhibitor: 13; GPT2 inh: inactive

Results for Cc1c(C(=O)N(Cc2ccc(N(C)C)cc2)Cc2ccco2)oc2cc(Br)ccc12 ?
SNCA expr inhib: 5%; HEK293 viab: 7%; IP6K1 inhibitor: 2

How did CCC(=O)NC1CC(=O)N(c2ccc3c(c2)OCCO3)C1 (stereo not drawn) do in these assays?
SNCA expr inhib: inconclusive; HEK293 viab: 12%; IP6K1 inhibitor: 29

What do the screens show for `COc1ccc(CN2C(=O)CO[C@H](c3ccc(NC(=O)c4ccccc4C)cc3)[C@H]2CO)cc1`?
NIH3T3 tox: -21%; SNCA expr inhib: 2%; HEK cytotox: -22%; FLuc inh: -10%; HEK293 viab: -4%; IP6K1 inhibitor: 4; GPT2 inh: -8%

How did CC(C)(C)CC(=O)N[C@H]1CO[C@H]2[C@@H]1OC[C@H]2OCC(N)=O do in these assays?
NIH3T3 tox: 0%[174 µM]; SNCA expr inhib: -23%[87.6 µM]; HEK cytotox: 1%[172 µM]; FLuc inh: 0%[172 µM]; HEK293 viab: 3%[87.6 µM]; IP6K1 inhibitor: -6; GPT2 inh: -7%[88.5 µM]

Results for CCc1nc(CC)n2ccn(Cc3ccc(OC)cc3)c(=O)c12 ?
NIH3T3 tox: inconclusive; SNCA expr inhib: 20%; HEK cytotox: inconclusive; FLuc inh: -16%; HEK293 viab: 1%; IP6K1 inhibitor: 1; GPT2 inh: 0%

Results for CCOc1ccc(NC(=O)Cn2ccn3nc(-c4ccc(F)cc4)c(CO)c3c2=O)cc1 ?
NIH3T3 tox: inactive; SNCA expr inhib: 4%; HEK cytotox: inconclusive; FLuc inh: 5%; HEK293 viab: -13%; IP6K1 inhibitor: 0; GPT2 inh: 1%

What do the screens show for `CCNC(=O)N1CCCC1c1noc(CCC(=O)NC2CC2)n1` (stereo not drawn)?
NIH3T3 tox: inactive; SNCA expr inhib: -23%; HEK cytotox: -4%; FLuc inh: 11%; HEK293 viab: 4%; IP6K1 inhibitor: 16; GPT2 inh: inactive

Results for CC1=C(c2ccc(C(C)C)cc2)S(=O)(=O)N=C1N1CCC(C(=O)NCc2ccc(C)o2)CC1 ?
SNCA expr inhib: -1%; HEK293 viab: 4%; IP6K1 inhibitor: 14

What do the screens show for `O=C(c1cccnc1)N1CCCC(Cc2nc(C3CCOCC3)no2)C1` (stereo not drawn)?
NIH3T3 tox: inactive; SNCA expr inhib: -20%; HEK cytotox: 5%; FLuc inh: 6%; HEK293 viab: -3%; IP6K1 inhibitor: 11; GPT2 inh: inactive

What do the screens show for `O=C(Cn1c(=O)c2cc(Cl)ccc2n2nncc12)Nc1ccccc1`?
SNCA expr inhib: inconclusive; HEK293 viab: -1%; IP6K1 inhibitor: 0

What do the screens show for `Cc1ccc(S(=O)(=O)N[C@H](C)c2onc(C)c2C(=O)O)cc1`?
NIH3T3 tox: inactive; SNCA expr inhib: -6%[87.6 µM]; HEK cytotox: inactive; FLuc inh: -4%[172 µM]; HEK293 viab: 0%[87.6 µM]; IP6K1 inhibitor: 7; GPT2 inh: 4%[88.5 µM]

What do the screens show for `COc1ccc(OCc2nnc(C(=O)N3CCC[C@@H]3c3nc4ccccc4[nH]3)n2-c2ccccc2)cc1`?
NIH3T3 tox: 11µM*; SNCA expr inhib: -1%; HEK cytotox: -11%; FLuc inh: -1%; HEK293 viab: -29%; IP6K1 inhibitor: -4; GPT2 inh: -5%

How did Cc1cc(S(=O)(=O)N2CCC(c3noc(COc4ccc(F)cc4)n3)CC2)ccc1F do in these assays?
NIH3T3 tox: 35µM*; SNCA expr inhib: -1%; HEK cytotox: 25µM*; FLuc inh: 8%; HEK293 viab: -17%; IP6K1 inhibitor: 11; GPT2 inh: -2%

How did O=C(Cc1ccccc1)Nc1sc2c(c1C(=O)Nc1cccc(Cl)c1)CCCCC2 do in these assays?
SNCA expr inhib: 11%; HEK293 viab: -12%; IP6K1 inhibitor: -29*

What do the screens show for `Cc1cc(C(=O)N[C@H](C)c2c(-c3ccc(Cl)cc3)noc2C(=O)O)c(C)o1`?
NIH3T3 tox: -23%[138 µM]; SNCA expr inhib: 7%[87.6 µM]; HEK cytotox: -25%[172 µM]; FLuc inh: -27%[172 µM]; HEK293 viab: 20%[87.6 µM]; IP6K1 inhibitor: -11; GPT2 inh: 5%[88.5 µM]

Results for CN(Cc1cccnc1)C(=O)CC1CCCN(c2cnn(C)c(=O)c2)C1 (stereo not drawn) ?
NIH3T3 tox: inactive; SNCA expr inhib: -25%; HEK cytotox: 10%; FLuc inh: 2%; HEK293 viab: 3%; IP6K1 inhibitor: 14; GPT2 inh: 4%

Results for Cc1ccc(OCc2nc(C3CCN(C(=O)c4ccn[nH]4)C3)no2)cc1 (stereo not drawn) ?
NIH3T3 tox: -26%; SNCA expr inhib: -4%; HEK cytotox: inconclusive; FLuc inh: 8%; HEK293 viab: -3%; IP6K1 inhibitor: -7; GPT2 inh: 3%

Results for CCN(CC)C(=O)CCc1c(C)nn(-c2ccc(F)cc2)c1Oc1ccccc1C ?
NIH3T3 tox: 40µM*; SNCA expr inhib: -15%; HEK cytotox: inconclusive; FLuc inh: -1%; HEK293 viab: -3%; IP6K1 inhibitor: 8; GPT2 inh: inactive

What do the screens show for `COCCC1(NS(C)(=O)=O)CCN(S(=O)(=O)c2ccc3c(c2)OCCO3)CC1`?
NIH3T3 tox: -19%; SNCA expr inhib: inconclusive; HEK cytotox: 3%; FLuc inh: 1%; HEK293 viab: 1%; IP6K1 inhibitor: 8; GPT2 inh: inactive

Results for CCCCNC(=O)CCCN1C(=O)c2ccccc2Sc2ncccc21 ?
SNCA expr inhib: -11%; HEK293 viab: 1%; IP6K1 inhibitor: 12

What do the screens show for `CC(C)(C)OC(=O)N1CCC(c2c(C(=O)NC3CCCCC3)cnn2-c2cccc(Cl)c2)CC1`?
SNCA expr inhib: 9%; HEK293 viab: 5%; IP6K1 inhibitor: 8

What do the screens show for `CCOc1ccc(CNc2cc(C)nc3nc(-c4cccc(C)c4)nn23)cc1OC`?
SNCA expr inhib: 99%[activator]; HEK293 viab: -27%; IP6K1 inhibitor: -9

Results for COCc1cc(C[C@@H]2C[C@H](NC(=O)c3ccnc(Cl)c3)C2(C)C)no1 ?
NIH3T3 tox: inconclusive; SNCA expr inhib: -15%[87.6 µM]; HEK cytotox: inconclusive; FLuc inh: -6%[172 µM]; HEK293 viab: 7%[87.6 µM]; IP6K1 inhibitor: 6; GPT2 inh: inconclusive

Results for CN1c2cc(C(=O)NCc3ccccc3)ccc2C(=O)N2CCCC21 (stereo not drawn) ?
NIH3T3 tox: -17%; SNCA expr inhib: 36%[activator]; HEK cytotox: -7%; FLuc inh: -15%; HEK293 viab: 10%[12.5 µM]; IP6K1 inhibitor: 8; GPT2 inh: 0%

Results for COc1cc(CNC(=O)c2cnc3c(c2)N(C(=O)CCc2ccccc2)CCC3)cc(OC)c1 ?
NIH3T3 tox: -23%; SNCA expr inhib: -23%; HEK cytotox: inconclusive; FLuc inh: -18%; HEK293 viab: 1%; IP6K1 inhibitor: 8; GPT2 inh: -8%

The list goes on, starting with the last 2 of the part before.
Results for CN1c2cc(C(=O)NCc3ccccc3)ccc2C(=O)N2CCCC21 (stereo not drawn) ?
NIH3T3 tox: -17%; SNCA expr inhib: 36%[activator]; HEK cytotox: -7%; FLuc inh: -15%; HEK293 viab: 10%[12.5 µM]; IP6K1 inhibitor: 8; GPT2 inh: 0%

Results for COc1cc(CNC(=O)c2cnc3c(c2)N(C(=O)CCc2ccccc2)CCC3)cc(OC)c1 ?
NIH3T3 tox: -23%; SNCA expr inhib: -23%; HEK cytotox: inconclusive; FLuc inh: -18%; HEK293 viab: 1%; IP6K1 inhibitor: 8; GPT2 inh: -8%

Results for COc1cc(=O)n2c(c1C(=O)NCc1ccc(Cl)cc1)CCCC2 ?
NIH3T3 tox: inactive; SNCA expr inhib: 16%; HEK cytotox: 48%[activator]; FLuc inh: -2%; HEK293 viab: -19%; IP6K1 inhibitor: 8; GPT2 inh: 1%

How did O=C(c1ccccc1F)N1CCn2c(nnc2-c2cccnc2)C1 do in these assays?
NIH3T3 tox: -1%; SNCA expr inhib: -12%; HEK cytotox: 5%; HEK293 viab: 7%; IP6K1 inhibitor: -3; GPT2 inh: inactive

Results for CC(=O)N1CC2(CCCN(Cc3cccc(C(N)=O)c3)C2)Cc2ccccc21 (stereo not drawn) ?
NIH3T3 tox: inactive; SNCA expr inhib: -24%; HEK cytotox: -4%; HEK293 viab: 0%; IP6K1 inhibitor: 2; GPT2 inh: -10%

What do the screens show for `Cc1ccc(NC(=O)Cc2csc(C)n2)c(C)c1`?
SNCA expr inhib: 49%[activator]; HEK293 viab: 3%; IP6K1 inhibitor: -4

Results for CN1[C@@H](CCC(=O)N2CCOCC2)CNC(=O)[C@@H]2[C@H]1CCN2Cc1cccs1 ?
NIH3T3 tox: -15%[138 µM]; SNCA expr inhib: 11%[87.6 µM]; HEK cytotox: -14%[172 µM]; FLuc inh: -14%[172 µM]; HEK293 viab: 1%[87.6 µM]; IP6K1 inhibitor: -11; GPT2 inh: -14%[88.5 µM]

What do the screens show for `COc1cccc(CN(C)C2CCCc3ccccc32)c1` (stereo not drawn)?
NIH3T3 tox: inconclusive; SNCA expr inhib: 27%[87.6 µM]; HEK cytotox: inconclusive; FLuc inh: 6%[172 µM]; HEK293 viab: 17%[87.6 µM]; IP6K1 inhibitor: 0; GPT2 inh: inactive

Results for COc1ccc(C(=O)NC2CCN(c3ccc4nnc(C)n4n3)C2)cc1 (stereo not drawn) ?
NIH3T3 tox: inconclusive; HEK cytotox: -12%; IP6K1 inhibitor: 6

How did Cc1ccccc1Nc1nn2c(=O)c3ccc(C(=O)NCc4cccs4)cc3nc2s1 do in these assays?
SNCA expr inhib: -19%; HEK293 viab: -10%; IP6K1 inhibitor: 26
